PAFAH1B3 FP inh – blocks human PAF acetylhydrolase 1B catalytic subunit 3 | Q15102 | recombinant PAFAH1B3, FP-rhodamine probe, fluorescence polarization | inhibition, % at 3.39 µM | actives 0.28% (n = 340,000) | AID 492972;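 active means inhibition above the screen-wide average of all tested compounds plus 3 SD, cut at about 25% in these data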;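 further: 0% = enzyme with DMSO only and 100% = wells lacking PAFAH1B3 protein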
Target sequence (Q15102 whole entry, looked up): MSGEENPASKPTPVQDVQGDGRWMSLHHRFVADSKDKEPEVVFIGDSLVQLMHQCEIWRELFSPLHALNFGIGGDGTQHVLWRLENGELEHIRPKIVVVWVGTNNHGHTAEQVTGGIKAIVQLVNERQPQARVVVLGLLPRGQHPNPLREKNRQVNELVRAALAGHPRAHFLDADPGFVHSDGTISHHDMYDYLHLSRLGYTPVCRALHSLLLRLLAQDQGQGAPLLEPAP
PME-1 primary – PME-1 (human) inhibition; Q9Y570; actives 0.53% (n = 320,000); inhibition, % at 5.9 µM; recombinant PME-1, FP-Rh probe fluorescence polarization; AID 2130;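 active means inhibition above the campaign mean of all compounds plus 3 SD, cut at about 26% in these data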;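 further: competitive labeling of PME-1 active site by serine hydrolase directed probe; 0% = PME-1 with DMSO and 100% = wells lacking PME-1 enzyme; inhibitors block probe labeling so polarization falls and inhibition rises; many of its hits are not listed in these tables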
Target sequence (Q9Y570 whole entry, looked up): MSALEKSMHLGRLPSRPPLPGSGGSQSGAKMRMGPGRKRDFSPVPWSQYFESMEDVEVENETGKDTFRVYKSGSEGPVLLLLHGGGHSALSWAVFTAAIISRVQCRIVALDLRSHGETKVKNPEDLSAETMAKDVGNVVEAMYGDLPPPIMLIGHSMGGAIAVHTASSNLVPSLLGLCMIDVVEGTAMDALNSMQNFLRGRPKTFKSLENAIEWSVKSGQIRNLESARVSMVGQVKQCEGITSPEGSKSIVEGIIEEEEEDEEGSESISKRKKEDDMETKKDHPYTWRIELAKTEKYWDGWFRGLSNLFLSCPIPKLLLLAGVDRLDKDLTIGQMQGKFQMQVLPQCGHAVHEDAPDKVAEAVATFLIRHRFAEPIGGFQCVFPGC
Fam108B inh – blocks mouse Fam108B hydrolase in RBBP9 counter-screen | recombinant Fam108B, FP-Rh probe fluorescence polarization | inhibition, % at 9.51 µM | actives 0.33% (n = 300,000);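 active means inhibition above the screen mean inhibition plus 3 SD, computed separately per campaign, cut at about 18% in these data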;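 further: inhibitors lower polarization as less probe binds the enzyme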
pPAFAH FP inh – pPAFAH (human) enzyme inhibition; Q13093; recombinant pPAFAH, FP-rhodamine probe fluorescence polarization; inhibition, % at 3.39 µM; actives 1.5% (n = 330,000); AID 463082;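 active means inhibition above the mean inhibition across the screen plus 3 SD, cut at about 25% in these data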;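 further: inhibitors block binding of the rhodamine activity-based probe so polarization drops; 0% = enzyme with DMSO and 100% = wells lacking pPAFAH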
PAFAH1B2 inh – PAFAH1B2 (human) inhibition. P68402. recombinant PAFAH1B2, FP-rhodamine activity probe, fluorescence polarization. inhibition, % at 3.39 µM. actives 1.2% (n = 340,000). AID 492953;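 active means inhibition above the mean of all tested compounds plus 3 SD, cut at about 24% in these data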;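 further: 0% = enzyme with DMSO and 100% = wells lacking PAFAH1B2; many of its hits are not listed in these tables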
Target sequence (P68402 whole entry, looked up): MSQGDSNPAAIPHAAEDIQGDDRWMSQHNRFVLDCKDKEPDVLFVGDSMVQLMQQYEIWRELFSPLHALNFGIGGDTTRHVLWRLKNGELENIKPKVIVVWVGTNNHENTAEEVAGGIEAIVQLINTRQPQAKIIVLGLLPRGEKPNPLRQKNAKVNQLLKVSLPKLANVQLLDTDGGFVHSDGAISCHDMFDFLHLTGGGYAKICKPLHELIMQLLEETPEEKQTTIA
PAFAH2 FP inh – PAFAH2 (human) inhibition; AID 492956; actives 0.99% (n = 340,000); inhibition, % at 3.39 µM; recombinant PAFAH2, FP-rhodamine activity probe, fluorescence polarization;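 active means inhibition above the mean over all tested compounds plus 3 SD, cut at about 30% in these data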;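 further: inhibitors block probe labeling of enzyme so polarization drops; 0% = enzyme with DMSO and 100% = wells lacking PAFAH2 protein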
LYPLA1 inh – blocks human lysophospholipase 1, a PME1 counter-screen; recombinant LYPLA1, FP-Rh probe fluorescence polarization; inhibition, % at 5.9 µM; actives 0.16% (n = 320,000); O75608;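 active means inhibition above the mean of all tested compounds plus 3 SD, set per campaign, cut at about 14% in these data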;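 further: inhibitors block serine hydrolase probe labeling of LYPLA1 so polarization falls; 0% = enzyme with DMSO and 100% = wells lacking LYPLA1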
Target sequence (O75608 whole entry, looked up): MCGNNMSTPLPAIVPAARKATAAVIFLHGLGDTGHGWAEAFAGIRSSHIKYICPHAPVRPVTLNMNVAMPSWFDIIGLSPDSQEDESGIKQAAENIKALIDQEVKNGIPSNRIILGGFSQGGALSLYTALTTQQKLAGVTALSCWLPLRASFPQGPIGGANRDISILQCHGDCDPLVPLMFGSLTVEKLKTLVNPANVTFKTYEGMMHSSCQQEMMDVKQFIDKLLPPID
PAD4 inh – blocks human protein arginine deiminase 4; Q9UM07; recombinant PAD4, RCA probe fluorescence polarization; inhibition, % at 6.36 µM; actives 0.41% (n = 330,000);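 active means percent inhibition above a cutoff equal to the mean of all tested compounds plus 3 SD, cut at about 15% in these data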;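 further: 0% = PAD4 with RCA probe and DMSO and 100% = probe without PAD4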
GSTO1 inh – blocks human GSTO1 in RBBP9 counter-screen; recombinant GSTO1, activity-based probe fluorescence polarization; inhibition, % at 5.96 µM; actives 1.1% (n = 300,000); P78417;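 active means inhibition above the campaign mean inhibition plus 3 SD, cut at about 35% in these data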;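 further: 0% = GSTO1-1 with DMSO and 100% = wells lacking GSTO1-1 enzyme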
* = called active by the depositor; x = not tested or not shown. These rows are one share of the data; rates above refer to the full screens.

SMILES	PAFAH1B3 FP inh	PME-1 primary	Fam108B inh	pPAFAH FP inh	PAFAH1B2 inh	PAFAH2 FP inh	LYPLA1 inh	PAD4 inh	GSTO1 inh
O=c1cc(-c2ccccc2)[nH]c2nc3ccccc3n12	2	-29	-6	4	-1	-7	-7	-11	-13
CNC(=O)/C(C#N)=C/c1ccc(-c2ccc(OC)cc2[N+](=O)[O-])o1	-1	-6	-2	3	5	-5	-2	-27	16
Cc1c(N(C)S(=O)(=O)c2ccc(Cl)c(C(=O)N3CCC(C(N)=O)CC3)c2)c(=O)n(-c2ccccc2)n1C	5	0	0	2	1	-1	-1	-3	6
CS(=O)(=O)N(CC(=O)Nc1ccccc1-c1ccccc1)c1ccc(F)cc1	3	-9	5	5	23	-9	-2	7	0
CC1=C(C(=O)N2CCCC(C(=O)c3cccc4ccccc34)C2)OCCO1 (centres undefined)	0	-5	-1	-4	6	7	0	2	6
CCOCC(=O)Nc1cc(Cl)ccc1C	3	0	0	3	0	-3	5	0	-1
Cc1ccccc1C(=O)NC(CC(C)C)C(=O)NN1C(=O)c2ccccc2C1=O (centres undefined)	7	6	2	-4	0	-3	4	1	0
CSc1ccc(/C=C/C(=O)c2ccc(NC(=O)Cc3ccccc3)cc2)cc1	-18	11	11	3	-8	-14	-6	4	-23
CCOc1ccc(C2(C)NC(=O)N(CCN(C)C)C2=O)cc1 (centres undefined)	2	6	-4	9	3	-1	6	-3	0
CC(=O)C1=C(C)NC(SCC(=O)Nc2nc3ccccc3s2)=C(C#N)C1c1ccc(Cl)cc1 (centres undefined)	-38	-49	-34	-24	-24	-46	-30	-1	-6
N#Cc1ccc(Cl)cc1NC(=O)CSc1nc2nc(-c3cccs3)cc(C(F)(F)F)c2c(=O)[nH]1	x	-12	0	-7	x	x	-2	-5	-5
COc1ccc(NS(=O)(=O)c2cccc(-c3n[nH]c(=S)n3Cc3ccccc3)c2)cc1	8	1	0	27*	14	2	-2	0	26
CCOc1ccc(C(=O)NCC(=O)OCC(=O)Nc2cccc(S(=O)(=O)N3CCCC3)c2)cc1	5	-2	-2	4	2	2	0	-3	9
Cc1cc(C(F)F)n2ncc(C(=O)NCc3ccc(F)cc3)c2n1	0	1	-4	0	4	3	5	-11	0
CC1CCN(CCCNS(=O)(=O)c2cc(Br)cc3c2N(C(=O)C2CC2)CC3)CC1	-1	-1	-3	-1	4	-2	-1	2	5
Cc1cc(C)c(NC(=O)Cn2cc3c(n2)CCCC3)c(C)c1	6	-6	-4	4	7	0	-2	-2	2
CC(C)(C)c1ccc(NC(=O)NC2CCCc3ccccc32)cc1 (centres undefined)	13	-4	-2	-1	1	1	3	-1	4
Cc1ccccc1OCC(=O)NCC(=O)OCC(=O)c1ccc([N+](=O)[O-])cc1	9	-7	10	0	3	-1	-1	1	16
O=C(c1ccccc1NS(=O)(=O)c1ccc(F)cc1F)N1CCCCC1	7	x	x	5	11	-3	x	2	x
O=C(Nc1ccccn1)NC(C(F)(F)F)C(F)(F)F	1	-1	-2	23	2	7	-2	-1	-1
c1ccc(-c2nn3c(Cn4nnc5ccccc54)nnc3s2)nc1	-2	-3	3	8	-1	-1	-2	2	5
CCC1=C2CC[C@H]3C(=O)N(CC)C(=O)[C@H]3[C@H]2[C@@]2(Cc3ccccc3)C(=NCCOC)OC(=O)N2C1=O	2	-2	0	3	3	-4	1	2	-15
Cc1ccc(N2CC(C(=O)N3CCC(C(=O)Nc4ccc(Br)cc4)CC3)CC2=O)cc1 (centres undefined)	4	5	4	2	3	8	0	-1	-5
CCOC(=O)CSc1nnc(-c2cccnc2)n1Cc1ccccc1	9	-4	-2	-1	4	3	2	3	0
Cc1ccc2oc(=O)n(CCOc3ccccc3)c2c1	8	3	2	2	-2	-3	-2	-2	-4
COCCNc1nc2ccccc2n1CC(=O)c1ccc(OC)c(OC)c1	3	1	-5	6	3	-2	-1	-1	-2
Cc1ccc(NC(=O)CCc2c(C)nn(-c3ccc(N4CCOCC4)nn3)c2C)cc1F	1	-13	-4	-2	1	0	-2	7	-5
CC(Oc1ccc(Br)cc1)C(=O)NC1CCN(Cc2ccccc2)CC1 (centres undefined)	0	-1	-2	1	7	7	3	2	2
COc1ccc(C(=O)OCC(=O)c2ccc3c(c2)NC(=O)CO3)cc1[N+](=O)[O-]	2	x	x	1	2	4	x	2	x
COc1ccc(CN(C)C(=O)c2ccc(NS(=O)(=O)c3ccc(C)c([N+](=O)[O-])c3)cc2)c(OC)c1OC	1	4	5	0	7	5	5	-1	8

Printed as active in pPAFAH FP inh, of those listed so far:
SMILES,PAFAH1B3 FP inh,PME-1 primary,pPAFAH FP inh,PAFAH1B2 inh,PAFAH2 FP inh,PAD4 inh
COc1ccc(NS(=O)(=O)c2cccc(-c3n[nH]c(=S)n3Cc3ccccc3)c2)cc1,8,1,27*,14,2,0

The listing picks up, repeating the 2 entries before the break.
SMILES	PAFAH1B3 FP inh	PME-1 primary	Fam108B inh	pPAFAH FP inh	PAFAH1B2 inh	PAFAH2 FP inh	LYPLA1 inh	PAD4 inh	GSTO1 inh
COc1ccc(C(=O)OCC(=O)c2ccc3c(c2)NC(=O)CO3)cc1[N+](=O)[O-]	2	x	x	1	2	4	x	2	x
COc1ccc(CN(C)C(=O)c2ccc(NS(=O)(=O)c3ccc(C)c([N+](=O)[O-])c3)cc2)c(OC)c1OC	1	4	5	0	7	5	5	-1	8
CN(C)S(=O)(=O)c1ccc(F)c(C(=O)Nc2ccccc2C(=O)NC2CC2)c1	-3	-2	x	-1	2	-1	0	2	x
O=C1N(c2cccc(Cl)c2)C(c2ccc(Cl)cc2)N2CCCN12 (centres undefined)	1	-2	3	6	-1	3	2	-1	0
COc1ccccc1S(=O)(=O)Cc1ccc(C(=O)NCc2cccnc2)o1	-3	-4	4	2	3	0	-3	2	-9
O=C1COc2ccc(C(=O)COC(=O)c3ccccc3Cl)cc2N1	0	x	x	5	-1	3	x	3	x
COc1ccc(C(=O)NCc2ccc3c(c2)OCO3)cc1	5	0	8	0	-1	5	5	-4	7
CN(CCO)S(=O)(=O)c1ccc2c(c1)C(=O)c1cc(S(=O)(=O)N(C)CCO)ccc1-2	7	2	2	-4	3	1	1	0	3
Cc1ccc(S(=O)(=O)N(C)CC(=O)Nc2cc(C)ccn2)cc1	7	2	2	-5	5	0	5	-4	-4
COC(=O)Nc1nc2c(C)cccc2s1	6	0	6	0	7	-6	1	6	3
CC(NC(=S)N1CCN(c2ccccc2)CC1)c1ccccc1 (centres undefined)	6	-1	-3	13	7	7	3	0	0
Cc1nn(C)c(C(=O)N2CCOCC2)c1Cl	0	-6	3	-1	6	4	-1	-4	9
Cc1ccc(C(=O)NCCCNC(=O)c2ccccc2C)cn1	-1	7	4	4	-3	4	5	2	9
CC(C)C[C@H](NC(=O)C1CC(=O)N(c2ccc3c(c2)OCO3)C1)C(=O)NC1CCCCC1 (some centres undefined)	4	1	2	3	5	-1	-2	2	2
CCOc1cc(C(=O)Nc2ccc3c(c2)OCO3)ccc1OC(F)F	3	5	-2	1	-2	-1	0	3	5
O=C1Cc2ccccc2C(c2c(Cl)cccc2Cl)N1 (centres undefined)	11	-1	1	2	3	6	-2	-3	4
Cn1nnnc1SCC(=O)N1CCN(C(c2ccccc2)c2ccccc2)CC1	11	-4	2	2	9	13	-5	2	6
Cc1c(C(=O)N(C)C)sc(NC(=O)c2cc([N+](=O)[O-])cc([N+](=O)[O-])c2)c1C#N	5	-1	-1	6	5	8	0	-2	0
CC(CCc1ccccc1)NC(=O)COC(=O)c1ccc(NC(=O)CC#N)cc1 (centres undefined)	-1	-27	-4	-17	3	54*	-16	1	-11
CC1=C(C(=O)OCc2ccc3c(c2)OCO3)C(c2ccc(Cl)cc2)NC(=O)N1 (centres undefined)	6	4	2	5	1	4	3	-1	-20
CCN(C(=O)CN1CCc2ccccc21)c1c(N)n(Cc2ccccc2)c(=O)[nH]c1=O	3	-7	-4	2	2	-2	0	-3	8
C=CCNC(=S)N/N=C/c1ccc(-c2ccc(Br)cc2)o1	9	8	4	6	3	7	2	-3	0
c1ccc(Nc2ccc(-n3ccnc3)nn2)cc1	-4	5	2	5	1	-2	-5	-1	4
c1ccc(OCc2nn3c(-c4ccco4)nnc3s2)cc1	9	7	5	3	6	3	-1	4	-4
Cc1ccc(NS(=O)(=O)c2ccc(C(=O)NCCN3CCOCC3)cc2)cc1	3	x	x	25*	7	6	x	1	x
Cc1ccc(CS(=O)Cc2ccc(C(=O)NCCc3ccccc3)o2)cc1 (centres undefined)	2	4	1	5	5	-7	4	-4	4
CC(=O)OCCCCCCCCCCC[N+]1(C)CCCCC1	14	-4	-5	3	7	1	0	-3	7
CN(Cc1ccsc1)C(=O)CCc1nnc(CCCc2ccccc2)o1	2	2	1	6	14	-10	5	-2	-9
Cc1cc(NC(=O)c2ccc(-c3ccccc3F)o2)no1	0	-10	4	2	-2	3	-8	-4	-2
CNS(=O)(=O)c1ccc(C)c(S(=O)(=O)NC)c1	-4	-4	2	-1	1	-6	4	0	1
COc1ccc(OC)c(/C=N/NC(=O)Cn2ccnc2C)c1	4	-5	-2	6	0	10	-1	-1	3
CN1c2ccccc2C(=O)NC1c1ccc(Cl)cc1 (centres undefined)	3	1	8	3	-2	0	0	2	2
COc1ccc(C2OC(=O)CC2C(=O)NCc2ccc(F)cc2)cc1OC (centres undefined)	7	6	0	8	2	7	6	-4	5
O=C(COc1ccc(Br)cc1)Nc1ccc(-c2nnc(-c3ccco3)o2)cc1	0	-3	-5	-7	4	-6	1	0	-6
O=C(Nc1cc(Cl)ccc1Cl)C1CC(=O)N(c2ccc(Br)cc2)C1 (centres undefined)	-3	-5	-6	-5	-2	-8	1	3	-5
O=[N+]([O-])c1ccc(Cl)c(S(=O)(=O)Nc2ccc(S(=O)(=O)N3CCOCC3)cc2)c1	5	11	2	5	3	-2	-5	-1	2
COc1cccc(-n2nnc3c(=O)n(Cc4c(F)cccc4Cl)cnc32)c1	12	-3	0	2	4	11	2	2	10
Cn1c(=O)[nH]c(=O)c2c1nc(Br)n2CCC(=O)c1ccccc1	5	1	1	0	3	4	3	3	-6
CC(c1ccccc1F)n1cc(C(=O)NCc2ccncc2)nn1 (centres undefined)	-2	-3	5	4	4	-3	-2	-2	8
COc1ccc(NC(=O)CSc2ccc(-c3ccco3)nn2)cc1OC	2	3	-1	8	6	-2	-4	0	4
CCOC(=O)C1=C(C)N=c2s/c(=C/c3ccc(OCC(=O)O)cc3)c(=O)n2C1c1cc(OC)c(OC)c(OC)c1 (centres undefined)	2	-10	-2	-3	9	7	-1	25*	-4
CC(NC(=O)c1cccc2ccccc12)c1ccc2c(c1)CCCC2 (centres undefined)	13	-6	-4	1	-10	-9	-1	-3	-4
Cn1c(SCC(=O)NCCc2ccc(S(N)(=O)=O)cc2)nc2ccccc2c1=O	1	-6	-2	-4	4	6	4	-3	7
COc1ccccc1N1CCN(C(=O)C(C)N(c2ccccc2)S(C)(=O)=O)CC1 (centres undefined)	8	-1	-1	1	5	-5	-1	3	1
O=C(CN1C(=O)COc2ccccc21)NCCN1CCCC1	4	3	3	4	2	7	1	-2	-2
Cc1ccc(/C=N/N2CCN(Cc3ccc(C)cc3)CC2)cc1	5	2	0	6	4	-2	4	5	10
C/C(N)=C(/C#N)C(=O)CSc1nc2ccccc2c(=O)n1CCCO	-6	-6	3	4	5	-1	-1	-3	5
COc1ccccc1C(=O)OCC(=O)Nc1ccccc1OC(F)F	6	4	2	4	-1	5	1	-2	8

Source: PubChem (The Scripps Research Institute Molecular Screening Center)
